# Compound activity: PubChem, several laboratories
# STAT3 inh – STAT3 signaling inhibition. U3A cells, IL-6 STAT3-luciferase reporter, luminescence; host cell line lacks STAT1. inhibition, % at 5.5 µM. 0.89% of 190,000 active. AID 862;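 active means inhibition above the mean inhibition across all screened compounds plus 3 SD, cut at about 44% in these data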;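 further: 0% = DMSO only wells and 100% = 100 µM nifuroxazide control wells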
# Efa HMGR inh – inhibitors of class II HMG-CoA reductase from Enterococcus faecalis; purified E. faecalis HMGR, NADPH absorbance 340 nm kinetic; inhibition, % at 10 µM; 0.41% of 190,000 active;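 active means inhibition above a set limit, the median over all tested compounds plus 3 SD, cut at about 9.5% in these data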;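 further: enzyme runs in reverse so mevalonate oxidation gives rising NADPH absorbance; 0% = complete reaction with DMSO and 100% = background rate lacking mevalonate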
# APP 5'UTR act – activates APP 5'UTR luciferase reporter; SH-SY5Y APP 5'UTR luciferase reporter, luminescence; zero percent = DMSO vehicle wells; activation, % at 2 µM; 1% of 190,000 active;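 active means activation above a set limit, based on mean plus 3 SD of controls, cut at about 140% in these data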; further: values of inactives mirror those of a sister screen read the other way
# STAT1 blocker – inhibitors of IFN-gamma induced STAT1 signaling | NIH 3T3 STAT1-luciferase reporter, luminescence | inhibition, % at 5.5 µM | 0.35% of 200,000 active | AID 920;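 active means inhibition above a set limit, the mean inhibition across all tested compounds plus 3 SD, cut at about 34% in these data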;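 further: 0% = IFN-gamma with DMSO and 100% = IFN-gamma with 300 µM nifuroxazide; values of inactives mirror those of a sister screen read the other way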
# NF-kB expr up – NF-kB expression increase, human neuronal cells. NF-kB reporter expression; stronger effect = higher value. fold change at 12.5 µM. 1.6% of 190,000 active. AID 1239; in the data active means fold change above about 3.3
# STAT3 act – activators of IL-6 induced STAT3 signaling; activation (% of control), % at 5.6 µM; 0.91% of 190,000 active; U3A cells, IL-6 STAT3-luciferase reporter, luminescence; 100% = signal with IL-6 EC80 alone;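 active means activation above the screen-wide mean of compound activation plus 3 SD, cut at about 130% in these data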;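 further: 0% = background luminescence of wells with medium and substrate only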
#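 Material: STAT3-luciferase reporter U3A cells. Controls: IL-6-treated wells, 100% activation. Read-out: % activation versus median of IL-6-stimulated wells. Probe or stimulus: IL-6 stimulus at 33 ng/mL final. Timing: compound 1 h, then IL-6 6 h at 37 °C. Signal: reporter luminescence signal.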
# TLR4-MyD88 BLA – blocks binding of human TLR4 to MyD88 | HeLa CL3-4 TLR4/MyD88 BLA complementation, FRET ratio | inhibition, % at 8.4 µM | 0.18% of 200,000 active | AID 861; in the data active means inhibition above about 25%;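 further: 0% = vehicle and 100% = reference inhibitor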
# Target sequence (O00206 whole entry, looked up): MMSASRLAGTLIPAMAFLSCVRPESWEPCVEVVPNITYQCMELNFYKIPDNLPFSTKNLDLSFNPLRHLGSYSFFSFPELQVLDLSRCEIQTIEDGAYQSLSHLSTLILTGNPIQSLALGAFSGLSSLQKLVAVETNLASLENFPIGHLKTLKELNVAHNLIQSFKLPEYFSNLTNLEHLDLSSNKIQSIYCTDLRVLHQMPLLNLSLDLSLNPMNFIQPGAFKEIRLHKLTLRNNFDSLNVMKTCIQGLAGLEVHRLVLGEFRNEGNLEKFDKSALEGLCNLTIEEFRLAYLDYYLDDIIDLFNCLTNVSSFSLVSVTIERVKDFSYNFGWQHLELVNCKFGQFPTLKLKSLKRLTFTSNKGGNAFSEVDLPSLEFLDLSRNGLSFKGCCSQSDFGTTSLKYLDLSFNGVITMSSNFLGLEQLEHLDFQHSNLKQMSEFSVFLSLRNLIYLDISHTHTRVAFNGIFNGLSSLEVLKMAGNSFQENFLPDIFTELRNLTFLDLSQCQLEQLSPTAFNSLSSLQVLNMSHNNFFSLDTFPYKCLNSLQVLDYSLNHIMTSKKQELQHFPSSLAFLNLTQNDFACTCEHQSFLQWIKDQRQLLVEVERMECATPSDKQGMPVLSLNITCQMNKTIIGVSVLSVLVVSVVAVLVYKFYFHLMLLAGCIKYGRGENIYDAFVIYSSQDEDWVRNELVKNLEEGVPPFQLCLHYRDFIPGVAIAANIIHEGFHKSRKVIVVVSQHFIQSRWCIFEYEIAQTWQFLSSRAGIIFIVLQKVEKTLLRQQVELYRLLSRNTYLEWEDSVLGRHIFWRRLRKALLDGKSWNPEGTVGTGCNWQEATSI
# Target sequence (Q99836 whole entry, looked up): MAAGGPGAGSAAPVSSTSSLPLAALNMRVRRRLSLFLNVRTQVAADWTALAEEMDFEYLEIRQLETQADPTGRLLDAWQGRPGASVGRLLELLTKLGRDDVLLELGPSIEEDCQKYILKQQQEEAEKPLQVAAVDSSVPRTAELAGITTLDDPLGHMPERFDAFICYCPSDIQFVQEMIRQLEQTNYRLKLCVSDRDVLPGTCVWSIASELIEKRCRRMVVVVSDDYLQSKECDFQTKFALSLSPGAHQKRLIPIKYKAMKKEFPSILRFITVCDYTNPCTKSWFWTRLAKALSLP
# Hsp70 act – switches on Hsp70 transcription. HeLa Hsp70 promoter luciferase reporter, luminescence; scaled: vehicle 0, proteasome-inhibitor control 100%. activation, % at 10 µM. 0.04% of 200,000 active. AID 1203;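 active means activation above the mean across all tested compounds plus 3 SD, cutoff set per campaign, cut at about 5.5% in these data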;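 further: 100% = MG132 at 30 µM as the positive control and 0% = DMSO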
# STAT1 activator – increases IFN-gamma driven STAT1 reporter signal; activation (% of control), % at 5.5 µM; NIH 3T3 STAT1-luciferase reporter, luminescence; 100% = IFN-gamma alone, no compound; 2.6% of 200,000 active; AID 932;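 active means activation above the screen-wide mean activation plus 3 SD, cut at about 130% in these data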;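 further: raw ratio to IFN-gamma control signal so 100% means no change and 0% no light; values of inactives mirror those of a sister screen read the other way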
# DTT redox prof – compounds producing H2O2 with reducing agent – biochemical, NIH compound library profiling, artefact control for MLSCN library redox annotation, primary screen; DTT-dependent redox cycling H2O2, phenol red/HRP absorbance; 100% = 100 µM peroxide control, 0% = buffer; AID 878; 0.03% of 200,000 active; activation, % at 10 µM;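 active means activation of at least 50% relative to the plate's high and low controls in the primary single-dose screen; inactive means activation below 50%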;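 further: compound incubated with DTT at 0.8 mM final as the reducing agent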
# The depositor's hits bear a star; nt = no result given. Compounds as they come. Share with any hit: about 5.6%.
SMILES,STAT3 inh,Efa HMGR inh,APP 5'UTR act,STAT1 blocker,NF-kB expr up,STAT3 act,TLR4-MyD88 BLA,Hsp70 act,STAT1 activator,DTT redox prof
CCOc1ccc(OCc2ccc(C(=O)OCc3ccccn3)o2)cc1,45.7*,-0.5,107.9,9.0,4.43*,65.4,-0.3,-0.2,92.8,-2.0
O=C(COC(=O)c1ccc(S(=O)(=O)N2CCc3ccccc3C2)cc1)NC(=O)NCc1ccco1,-5.1,-2.3,7.8,-2.7,1.07,107.3,8.6,-0.3,102.5,0.5
CCN(CC(=O)NCCc1ccc(Cl)cc1)Cc1nc2ccccc2c(=O)[nH]1,2.0,-7.2,3.1,9.0,1.11,100.2,-6.3,-0.3,92.0,-0.6
Cn1c(=O)c2c(ncn2CC(=O)OCC(=O)Nc2ccc(Cl)cc2Cl)n(C)c1=O,-0.7,-0.7,-12.9,-4.8,1.05,100.7,-17.8,-0.3,104.2,-0.2
CCc1nnc(NC(=O)c2cc(S(=O)(=O)N(CC)CC)ccc2Cl)s1,4.8,-6.0,9.2,-0.3,0.96,99.8,0.2,0.1,100.3,0.2
C=CCOCCN(C)C1=NS(=O)(=O)c2ccccc21,4.9,1.3,-11.4,-4.5,0.87,100.3,3.4,-0.1,102.9,0.3
COc1nc(N)c(S(=O)(=O)c2ccccc2C)cc1C#N,2.7,-1.8,20.3,-1.0,1.24,102.5,-4.2,-0.2,100.9,-0.6
COc1ccc(NC(=O)Cn2nnc(C(=O)NCc3ccco3)c2N)c(OC)c1,9.5,-5.0,-5.5,6.6,1.37,96.6,0.3,-0.3,94.0,0.0
CCOc1ccc(S(=O)(=O)N/N=C(\C)c2ccc(Cl)c(Cl)c2Cl)cc1,12.2,1.0,4.2,-5.4,0.82,91.8,0.9,-0.3,104.9,0.2
O=C(NCC1c2ccccc2CCN1C(=O)CN1C(=O)c2ccccc2C1=O)C1CCCCC1 (stereo not drawn),0.0,-2.0,-7.4,6.8,1.15,105.0,5.8,0.1,93.8,0.3
O=C(CSc1ccc(-c2cccs2)nn1)c1cccs1,10.1,-3.9,36.5,-27.4,2.07,95.3,4.3,0.3,125.7,0.1
Cc1cccc(-n2cc(CN3CCN(c4ccccn4)CC3)c(-c3cccc(F)c3)n2)c1,4.9,-2.3,-7.3,3.3,1.27,99.5,-7.0,-0.3,95.5,-0.3
CC1(C)CC(=O)C(C=NCCc2ccc(O)cc2)=C(O)C1,8.1,1.7,-2.3,-2.3,0.86,96.2,-7.3,-0.1,102.1,-0.3
CCC(C)[C@H](NC(=O)N1CCCC1)C(=O)OC (stereo partly drawn),0.5,-1.9,-0.7,-5.6,1.11,100.9,-6.2,0.8,105.2,-0.7
COc1ccccc1N1CCN(CCCCCCOc2ccc(F)cc2)CC1,18.4,-0.8,-4.5,7.4,1.09,86.9,1.4,-0.5,93.3,1.0
O=C(c1ccco1)N1CCN(C(=O)C2CCCN(S(=O)(=O)Cc3ccccc3)C2)CC1 (stereo not drawn),5.6,1.2,-2.6,-5.9,1.08,98.2,-1.9,0.1,105.4,-3.2
CCOC(=O)c1c(Cl)c(C)nn1-c1nc(OC)cc(OC)n1,5.7,-4.2,3.0,-3.0,1.26,95.4,1.8,-0.4,102.6,-0.6
COc1ccc(C(=O)c2ccc(CC#N)s2)cc1,3.1,4.7,9.5,-27.1,2.06,102.2,3.8,0.4,124.4,2.5
O=C1Nc2ccc(S(=O)(=O)NCC3CCCO3)c3cccc1c23 (stereo not drawn),-6.2,2.0,-1.9,3.1,1.05,117.1,14.0,0.2,96.3,0.5
COC(=O)Cn1c(=NC(=O)c2nc3ccccc3s2)sc2cc(S(C)(=O)=O)ccc21,-8.8,-0.9,-4.8,-3.4,1.1,107.5,-21.0,-0.3,103.0,-0.1
COc1ccc(CNC(=O)C(c2ccncc2)N(C(=O)Cc2cccs2)c2ccc(C)cc2)cc1 (stereo not drawn),-5.8,-3.7,-7.8,0.2,0.95,107.0,-0.7,-0.1,99.8,0.8
CCOc1ccc(-n2c(-c3ccc(Cl)cc3)c[n+]3c2SCC3)cc1,18.1,2.8,5.9,21.2,1.01,89.9,8.7,-0.5,79.1,-1.4
Cc1ccc(C(=O)Nc2ncc(Cc3ccccc3)s2)o1,35.3,0.3,205.3*,-22.6,1.31,72.5,7.8,0.0,120.7,0.4
COc1ccc(CCNC(=O)c2nnn(CC(=O)Nc3ccccc3)c2N)cc1OC,0.4,2.6,-4.8,-0.1,1.04,104.1,-0.2,0.1,100.0,-1.0
CCCN1C(=O)/C(=C/c2ccc(N3CCOCC3)cc2)NC1=S,7.0,0.3,10.6,-5.5,0.36,101.4,14.8,-0.4,103.0,-0.5
Cn1c(=O)c2c(ncn2CC(N)=O)n(C)c1=O,11.9,-5.0,-3.0,-0.1,1.22,93.1,0.3,-0.3,100.1,-0.4
Cc1nc2cc(NC(=O)Nc3ccccc3Cl)ccc2n1C,84.1*,-2.7,192.7*,40.0*,3.9*,29.9,2.6,-0.3,61.7,-0.7
O=C(NCCO)c1cc2ccccc2cc1O,9.3,-2.5,-1.6,-5.7,1.12,94.7,5.1,0.2,107.3,1.0
COc1ccc(OCCSc2nc(-c3ccccc3)cc(=O)[nH]2)cc1,4.2,0.1,-2.4,3.9,1.02,99.3,-7.5,-0.4,94.5,-0.5
O=C(CSc1nc(-c2ccco2)cc(C(F)(F)F)n1)NCC1CCCO1 (stereo not drawn),-3.5,-0.1,5.4,-2.6,1.07,104.8,4.5,-0.1,105.9,-0.7

# STAT1 blocker: hit marks shown above.
mol,Efa HMGR inh,APP 5'UTR act,STAT1 blocker,NF-kB expr up,STAT3 act,TLR4-MyD88 BLA,Hsp70 act,STAT1 activator,DTT redox prof
Cc1nc2cc(NC(=O)Nc3ccccc3Cl)ccc2n1C,-2.7,192.7*,40.0*,3.9*,29.9,2.6,-0.3,61.7,-0.7

# (list continues)
SMILES,STAT3 inh,Efa HMGR inh,APP 5'UTR act,STAT1 blocker,NF-kB expr up,STAT3 act,TLR4-MyD88 BLA,Hsp70 act,STAT1 activator,DTT redox prof
Cc1ccc(CN2CCNC(=O)C2CC(=O)NC2CCCCCC2)o1 (stereo not drawn),-0.7,2.2,1.5,-4.0,1.12,104.5,-4.7,-0.1,102.1,-1.3
COc1ccc(/C=N/NC(=O)c2ccc(CN3C(=O)c4cccc5cccc3c45)cc2)cc1O,17.4,-3.1,-0.2,9.3,0.86,89.8,17.6,-0.4,91.8,0.1
CN(C)c1ccc(/C=N\NC(=O)c2ccc(Cn3cc(Cl)cn3)cc2)cc1,-4.0,1.1,-6.8,-1.6,1.3,106.9,-1.0,-0.5,101.5,0.7
Cc1ccc(-c2nnc(-c3ccccc3)o2)cc1Br,16.8,nt,42.8,-26.8,nt,88.4,-7.2,0.0,124.6,1.5
CCn1c(SC(=O)NC2CCCCC2)nnc1-c1cccs1,6.1,-1.9,13.5,-4.3,1.3,101.0,6.6,-0.2,103.9,-0.2
CCOc1ccc(NC(=S)N2CCC(C(N)=O)CC2)cc1,-3.7,-2.2,-6.6,-1.0,1.17,104.1,-5.0,-0.1,100.4,0.0
COCc1ccc(CN2CCCC(CO)(Cc3cccc(Cl)c3)C2)o1 (stereo not drawn),4.3,-2.0,-13.2,-2.8,0.97,98.3,10.2,0.3,100.8,-1.5
CCOC(=O)c1sc(NC(=O)Nc2ccc(F)cc2)nc1C,-5.9,-0.4,120.9,-67.3,5.27*,102.9,-11.0,0.8,159.9*,-0.5
COc1ccc(OC)c(CNCCNC(=O)c2ccco2)c1,-3.9,0.8,-5.5,4.6,1.08,103.4,-13.5,-0.3,95.7,0.1
CC(=O)N1CCN(CC(=O)Nc2ccc(C)c(S(=O)(=O)N(C)C)c2)CC1,5.2,-0.9,7.5,-1.0,1.05,97.6,-24.0,-0.1,100.3,-1.9
CC(C)n1c(NCc2nc3ccccc3n2C)nc2ccccc21,0.6,-0.3,4.9,-1.9,0.94,103.1,4.5,-0.1,101.8,-2.8
COc1cc(Cl)c([C@@H]2C[C@H]3CN(c4ccccc4)C(=O)[C@]34CCCN24)cc1OC,7.0,-5.0,13.6,-1.9,1.01,98.9,-0.3,-0.4,101.7,-1.0
O=C(CSCC(=O)c1ccccc1)Nc1ccccc1Cl,16.1,-3.4,-2.7,-1.2,1.41,93.2,0.1,-0.2,96.6,-0.9
COc1ccc(C)cc1NC(=O)CN1CCN(c2ccccc2F)CC1,15.3,-2.6,13.4,6.5,1.5,92.4,-0.4,-0.4,95.0,-2.8
CC(/C=C\C=C\c1ccccc1)=N\NC(=O)c1cncc(Br)c1,4.3,-6.4,14.9,-4.6,0.99,99.8,-10.8,-0.2,103.9,-1.3
O=C1CC(SCCO)C(=O)N1c1ccccc1 (stereo not drawn),-3.5,2.6,-14.0,-7.6,0.94,104.0,-6.8,-0.5,107.8,0.1
COc1ccc(NC(=O)Cn2cnc3c(cnn3C(C)(C)C)c2=O)cc1OC,-4.5,-0.8,0.2,-0.3,1.03,105.1,8.7,-0.4,99.2,-0.1
Cc1cc(NCCO)nc(-n2nc(C)cc2C)n1,8.2,0.5,-1.8,1.8,0.87,96.2,-6.6,0.0,98.4,1.9
Cn1c(=O)[nH]c(=O)c2c1nc(N1CCCCC1)n2CC(O)CN1CCCCC1 (stereo not drawn),10.9,-1.1,0.5,1.6,0.95,94.5,-3.9,0.0,98.5,-0.1
CCC1Oc2ccc(C)cc2N(CC(=O)NCCCN2CCN(Cc3ccccc3)CC2)C1=O (stereo not drawn),-4.5,1.6,1.9,-5.9,0.89,107.5,-0.7,0.0,106.9,-1.6
COc1cc(C(=O)NCCOc2ccccc2C)c(Br)c(OC)c1OC,-11.0,0.2,-2.3,1.4,1.01,108.0,2.1,-0.2,98.8,-0.5
COC(=O)C1=C(C)N(Cc2ccco2)C(=O)N[C@@H]1c1cccc(C(F)(F)F)c1,-1.3,2.5,3.1,0.5,0.94,98.7,-6.9,-0.2,99.5,0.5
COC(=O)c1[nH]c(C)c(/C(O)=C2\C(=O)C(=O)N(CCN3CCOCC3)C2c2ccccc2OC)c1C (stereo not drawn),-10.1,-1.4,-1.5,2.4,1.17,110.3,5.5,0.0,97.8,1.3
COCCN(CCOC)Cc1cc(=O)oc2cc3c(cc12)CCC3,-16.3,-5.5,-7.6,-0.7,1,116.4,-6.2,0.1,100.7,-0.3
COc1ccc(-c2cc(C#N)nc(Oc3ccc(Cl)cc3)n2)cc1,8.6,1.6,21.9,0.6,1.15,92.1,-7.6,-0.5,99.4,0.4
COc1ccc(CCc2nnc(CCC(=O)N(C)Cc3ccncc3C)o2)cc1,2.3,-0.1,-5.0,-7.7,1.34,103.1,-19.7,-0.1,107.1,0.5
O=C(CCN1CCN(Cc2ccccc2)CC1)Nc1ccc(OCc2ccccc2)cc1,16.3,-1.1,-5.0,12.0,0.83,86.5,6.0,-0.3,91.3,-0.1
Cc1ccc(C(=O)O)cc1NC(=O)C1CCCN1S(=O)(=O)c1cccc2nsnc12 (stereo not drawn),3.2,0.1,-6.5,4.2,1.02,101.3,-3.2,-0.3,96.2,-3.4
CCC(C)(C)NC(=O)C(c1cccs1)N(C(=O)c1ccn[nH]1)c1ccccc1 (stereo not drawn),-7.5,-4.5,0.9,-3.4,1.11,108.5,-11.5,-0.1,103.7,0.2
